Screening results as filed in PubChem BioAssay.
Gal4-VP16 FLuc = Gal4-VP16 reporter inhibition counter-screen. Drosophila S2 Gal4-VP16 UAS-luciferase, luminescence, 20 h. Potency, µM (titrated, usually from 53.6 µM), without a hit: top-dose activity, negative = inhibition, usual class: inhibitors. 310,000 tested, 3.5% active;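 further: Gal4-VP16 expression switched on by copper sulfate through the metallothionein promoter; potency means the concentration at half of the fitted maximal effect; on the % scale 0 is the no-effect control and ±100 the full control effect; nearly all actives have a fitted effect of over 50% in size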
RORgamma inh = blocks mouse ROR gamma transcriptional activity | P51450 | Drosophila S2 Gal4-RORgamma UAS-luciferase reporter, 20 h | Potency, µM (highest dose often 53.6 µM), without a hit: at the highest dose activity change, negative = inhibition, actives largely listed as inhibitors | 310,000 tested, 5.4% active | AID 2551; further: potency means the concentration at half of the fitted maximal effect; on the % scale 0 is the no-effect control and ±100 the full control effect; nearly all actives have a fitted effect of over 60% in size
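Compounds are pin-transferred onto Drosophila Schneider cells expressing a copper-inducible Gal4–ROR gamma transactivation domain fusion. After 1 hr, copper sulfate is added to 700 uM final; luciferase is read 20 hr later.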
uPA generation = inhibitors of cell surface uPA generation; cell surface uPA generation assay, qHTS; Potency, µM (titrated, usually from 38.3 µM), for the others: at the highest dose activity change, negative = inhibition, hits mostly inhibitors; 330,000 tested, 0.31% active; AID 540303; active means well fitted inhibition curve with a large enough effect; inconclusive means small, poorly fitted or top-dose-only effect; inactive means no such curve, though single readings can be large or run the other way; tested in mouse RAW 264.7 cells; further: potency means the concentration at half of the fitted maximal effect; on the % scale 0 is the no-effect control and ±100 the full control effect; nearly all actives have a fitted effect of over 55% in size
NPC1 prom act = activators of NPC1 promoter. Potency, µM (titrated, usually from 9.22 µM), for inactives: at the highest dose activation, hits mostly activators. Huh7 NPC1 promoter luciferase reporter, 24 h. 320,000 tested, 2.4% active;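 further: potency means the concentration at half of the fitted maximal effect; % of control where 0% means no effect; nearly all actives have a fitted effect of over 60% in size; reporter is driven by a mutant NPC1 promoter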
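NPC1 promoter–luciferase Huh7 cells; 24 h compound; luminescence.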
Rab9 promoter act = Rab9 promoter activation; 320,000 tested, 2.8% active; Potency, µM (top dose mostly 9.22 µM), for inactives: top-dose activation, negative = inhibition, usual class: activators; Huh7 Rab9 promoter-luciferase reporter, luminescence, 24 h; further: potency means the concentration at half of the fitted maximal effect; % of control where 0% means no effect; nearly all actives have a fitted effect of over 60% in size
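Measured in stably transfected Huh7 cells bearing a Rab9 promoter–luciferase construct: 24 h compound treatment at 37 °C, followed by luminescence detection.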
FBPA coupling cs = coupling enzyme interference in Giardia aldolase counter-screen | activity change, negative = inhibition, % at 58.2 µM, hits read low | coupling enzyme system counterscreen, AmpLite Red fluorescence | 290,000 tested, 0.67% active; in the data active means activity change below about -30%; further: on the % scale 0 is the no-effect control and ±100 the full control effect
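Fluorescence at 525 nm excitation and 598 nm emission measured inhibition of the coupled detection system without aldolase. Compounds (at 57.5 uM final) were preincubated 10 min at room temperature with coupling enzyme reagent before a 20 min substrate/AmpLite Red step.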
Giardia killer = kills Giardia lamblia; Giardia lamblia trophozoite viability; activity change, % at 7.66 µM, hits read low; 340,000 tested, 0.15% active; AID 540267; in the data active means activity change below about -80%; inconclusive means between about -30% and that limit;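 further: parasites exposed to compound for two days anaerobically before the ATP read; on the % scale 0 is the no-effect control and ±100 the full control effect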
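Luminescent ATP signal served as the viability read-out, measured 15-30 min after adding ATP detection reagent to trophozoites that had been incubated with compounds for 48 hrs at 37 deg C anaerobically at 100 cells/well.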
FLuc modulator = counter-screen for miR-21 project: firefly luciferase inhibitors or activators. P08659. purified FLuc, Km substrates, luminescence inhibition. Potency, µM (series often up to 57.5 µM), for the others: at the top dose activity change, negative = inhibition, hits mostly inhibitors. 360,000 tested, 6.9% active. AID 588342;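 further: potency means the concentration at half of the fitted maximal effect; plate controls were vehicle for no effect and reference inhibitor for full effect; nearly all actives have a fitted effect of over 55% in size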
Target sequence (P08659 whole entry, looked up): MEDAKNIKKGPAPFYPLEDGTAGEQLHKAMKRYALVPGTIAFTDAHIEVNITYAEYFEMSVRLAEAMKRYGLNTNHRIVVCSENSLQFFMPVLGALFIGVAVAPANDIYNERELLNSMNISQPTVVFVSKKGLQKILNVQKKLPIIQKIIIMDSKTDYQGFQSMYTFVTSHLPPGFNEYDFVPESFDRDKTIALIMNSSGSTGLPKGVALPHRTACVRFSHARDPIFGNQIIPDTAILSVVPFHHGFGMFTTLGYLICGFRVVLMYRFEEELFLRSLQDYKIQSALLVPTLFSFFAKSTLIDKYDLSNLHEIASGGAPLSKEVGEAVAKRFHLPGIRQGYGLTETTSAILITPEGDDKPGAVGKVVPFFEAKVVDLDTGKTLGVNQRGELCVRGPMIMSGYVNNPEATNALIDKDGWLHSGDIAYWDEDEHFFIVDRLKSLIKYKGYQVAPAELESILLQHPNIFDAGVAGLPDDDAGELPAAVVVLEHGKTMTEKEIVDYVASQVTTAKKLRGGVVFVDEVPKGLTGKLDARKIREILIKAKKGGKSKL
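Biochemical qHTS of compounds, final roughly 60 µM downward over six points, against 10 nM purified firefly luciferase using Km concentrations of substrates (10 uM D-luciferin, 10 uM ATP) in Tris acetate pH 7.5 buffer; luminescence output.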
Tb PFK inh = blocks T. brucei phosphofructokinase; AID 485367; O15648; Potency, µM (doses to about 57.5 µM), inactives show top-dose activity, negative = inhibition, most hits filed as inhibitors; T. brucei PFK, ADP-Glo luminescence; 330,000 tested, 0.17% active;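 further: potency means the concentration at half of the fitted maximal effect; 0% = uninhibited 1x PFK enzyme wells and -100% = no-enzyme wells; nearly all actives have a fitted effect of over 60% in size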
Target sequence (O15648 whole entry, looked up): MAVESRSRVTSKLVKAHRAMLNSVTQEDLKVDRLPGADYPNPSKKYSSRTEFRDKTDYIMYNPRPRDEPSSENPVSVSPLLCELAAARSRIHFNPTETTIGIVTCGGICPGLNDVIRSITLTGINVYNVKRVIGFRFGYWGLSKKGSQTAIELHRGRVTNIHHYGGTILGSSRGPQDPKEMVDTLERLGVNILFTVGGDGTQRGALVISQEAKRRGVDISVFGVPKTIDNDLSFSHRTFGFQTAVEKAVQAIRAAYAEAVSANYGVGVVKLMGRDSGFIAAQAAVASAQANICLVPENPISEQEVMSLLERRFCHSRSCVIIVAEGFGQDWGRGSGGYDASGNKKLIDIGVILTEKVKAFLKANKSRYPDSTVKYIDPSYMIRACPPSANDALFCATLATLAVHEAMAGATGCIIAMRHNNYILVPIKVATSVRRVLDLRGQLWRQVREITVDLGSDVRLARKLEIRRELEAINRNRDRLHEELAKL
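1.25 nM PFK with 0.5 mM F6P and 0.1 mM ATP in 0.1 M TEA pH 8.0, 5 mM MgCl2, incubated 45 min at room temperature; ADP measured by ADP-Glo luminescence; compounds titrated up to 57 uM.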
KCNH2 3.1 block = KCNH2 3.1 (human) potassium channel inhibition; U2OS KCNH2 3.1, thallium flux FluxOr; stronger effect = lower value; activity change, % (tested at about 1.8 µM); 340,000 tested, 0.95% active;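 active means maximum activity change below -70%; inconclusive means maximum activity change from -70% to -50%; inactive means maximum activity change above -50%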;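 further: thallium influx rate constant from kinetic fluorescence after stimulation buffer; on the % scale 0 is the no-effect control and ±100 the full control effect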
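We transduce U2OS cells with the mutant 3.1 virus, culture them overnight, load FluxOr with Red40 quencher for 45 min, then add stimulation buffer and read kinetically for 2 min to derive a normalized rate constant.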
ELG1 genotoxic = genotoxicity induction in ELG1-luciferase HEK293T cells; 330,000 tested, 1.3% active; Potency, µM (highest dose often 46 µM), without a hit: top-dose activity change, positive = activation, actives largely listed as activators; HEK293T ELG1-luciferase reporter, luminescence, 16 h; further: potency means the concentration at half of the fitted maximal effect; % of control where 0% means no effect; nearly all actives have a fitted effect of over 60% in size
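After overnight (16 hr) compound treatment at 37 °C, ELG1-luciferase HEK293T cells were lysed with ONE-Glo; luminescence quantified 30 min later at room temperature.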
An asterisk follows results filed as active; ? = inconclusive; / = not tested or not shown; & = joins results of further samples; [ ] = another dose, or the depositor's remark. Unless noted, the call rests on the fitted dose curve; in most records, active means well fitted curve in the direction sought with a large enough effect; inconclusive means small, poorly fitted or top-dose-only effect, or another doubt; inactive means no such curve, though single readings can be large; an effect the other way counts as inactive or inconclusive.

Values in the order – FLuc modulator	NPC1 prom act	KCNH2 3.1 block	RORgamma inh	Rab9 promoter act	uPA generation	FBPA coupling cs	Tb PFK inh	ELG1 genotoxic	Gal4-VP16 FLuc	Giardia killer
CN(C)c1ccc(C(C(=O)NCC2CCCO2)N(Cc2ccco2)C(=O)c2snc(C(N)=O)c2N)cc1 (stereo not given)
 : 1%	-3%	8	23%	5%	-5%	-1	2%	-23%	-1%	11
COc1ccc(N2CCN(C(=O)c3oc4ccccc4c3C)CC2)cc1
 : -9%	-9%	-11	37%	0%	3%	0	-2%	-1%	4%	8
COc1ccc(CN2C(=O)c3ccccc3C2C(=O)NCC2CCCO2)c(OC)c1 (stereo not given)
 : 2%	-4%	-2	2%	-5%	8%	-3	-1%	2%	5%	-19
Cc1ccc(NC(=O)C(C)NC(=O)OCc2ccccc2)cc1C (stereo not given)
 : -2%	-3%	0	15%	0%	0%	4	-1%	0%	-2%	-4
Cc1cnc(C(=O)Nc2ccccc2C(=O)N2CCOCC2)cn1
 : -1%	7%	16	-38%	-7%	5%	1	-4%	4%	-2%	6
CC(C)NS(=O)(=O)c1ccc2c(c1)NCC2
 : -2%	-2%	48	-1%	0%	-2%	1	1%	2%	3%	-16
COc1ccc(-c2nnc(SCC(=O)N3CCCC3=O)n2N)cc1OC
 : /	/	2	/	/	-2%	/	3%	0%	/	5
CCCCn1c(N)c(N(CCOC)C(=O)CN(C)CC(=O)Nc2ccc(Cl)c(Cl)c2)c(=O)[nH]c1=O
 : /	/	16	/	/	-12%	/	1%	-1%	/	-15
Cc1cc(NS(=O)(=O)c2ccc(NC(NC(=O)C(C(F)(F)F)C(F)(F)F)(C(F)(F)F)C(F)(F)F)cc2)no1
 : -4%	0%	0	-28%	-3%	1%	-1	-1%	2%	22%	-13
Cc1[nH]c2ccccc2c1/C=N/NC(=O)c1cc(C(C)C)[nH]n1
 : ?	-2%	-29	-2%	-1%	10%	-6	2%	-3%	2%	-12
Cc1ccc2[nH]c3c(c2c1)CCNC3=O
 : ?	-2%	13	15%	3%	-1%	3	-2%	-3%	-12%	-9
CCOC(=O)Cc1csc(NC(=O)/C=C/c2ccc(OC)cc2)n1
 : 1.3µM*	29%	-13	?	12%	-15%	0	-5%	-2%	?	-19
CCc1ccc(NC(=S)Nc2cccc(OC)c2)cc1
 : 21µM*	-7%	8	7.9µM*	2%	2%	1	0%	6%	?	-2
O=C(c1ccncc1)N1CCN(S(=O)(=O)c2cccc(F)c2)CC1
 : -1%	1%	3	10%	2%	11%	/	0%	-4%	-13%	-6
CCCOc1ccc(N2C(=O)CC(N(CCCO)C(=O)CC)C2=O)cc1 (stereo not given)
 : 0%	0%	9	-3%	-5%	1%	0	-4%	0%	8%	-12
CCOc1ccccc1NC(=O)COC(=O)C1CC1
 : -2%	3%	18	-2%	-6%	4%	2	-2%	2%	1%	17
COc1ccc(/C=C/C(=O)NC(=S)Nc2ccccc2C(=O)NC2CCCCC2)cc1
 : 1%	-2%	-13	14µM*	-2%	7%	1	-1%	13%	-11%	-2
CCCCOc1ccc(C(=O)NCC(=O)NCC(c2ccc(F)cc2)N2CCOCC2)cc1 (stereo not given)
 : 3%	-2%	-5	/	3%	1%	/	-1%	1%	/	-11
COCCNC(=S)N/N=C/c1c(C)[nH]c2ccccc12
 : ?	-5%	-7	11µM*	-8%	17%	-6	-7%	0%	?	-7
O=C(CSc1nnc(COc2cccc3ccccc23)o1)N1c2ccccc2CCc2ccccc21
 : 7%	/	-17	1%	/	3%	-1	/	/	-1%	2
NS(=O)(=O)c1ccc(CCNC(=O)CSc2ccc([N+](=O)[O-])cc2)cc1
 : -7%	-1%	16	24%	0%	0%	1	-7%	-2%	6%	-11
CCCOC(=O)c1ccc(NC(=O)C2CCCO2)cc1 (stereo not given)
 : ?	?	9	14%	4µM*	0%	-3	-10%	?	-3%	-2
Cc1ccc(-c2c(=O)n(OCc3ccccn3)c3ccccc3[n+]2[O-])cc1
 : 1%	-9%	/	14%	-9%	/	2	0%	4%	3%	/
CN(Cc1nnc(-c2ccc(F)cc2)o1)c1ccccc1
 : ?	16%	-9	19%	20%	-1%	0	1%	17%	24%	16
CC(C)(C)n1ncc2c(=O)n(Cc3ccc(Cl)c(Cl)c3)cnc21
 : -10%	1%	-4	-25%	-1%	7%	6	-1%	-7%	-18%	16
CC(C)(C)NC(=O)COC(=O)c1cc(F)c(F)cc1Cl
 : 1%	1%	3	34%	3%	2%	-61*	-12%	-3%	18%	-7
Cc1cc(-c2nn(-c3ccccc3)cc2/C=C2\SC(N)=NC2=O)ccc1OC(C)C
 : -2%	-4%	-8	21%	1%	5%	-1	0%	-6%	-8%	-4
Cc1ccc(Cn2c(=S)[nH]c3ccc(N4CCOCC4)cc3c2=O)o1
 : -12%	-1%	4	3.2µM*	7%	-14%	-29	-10%	-4%	4µM*	-2
O=C(NCCCN1CCOCC1)c1cn(-c2ccccc2)nc1-c1cccs1
 : ?	-3%	-12	20%	-1%	-3%	3	2%	-3%	-3%	5
CC(C)(C)NC(=O)Cn1c(SCC(=O)NC2CCCCC2)nc2ccccc21
 : 4%	3%	-1	-10%	8%	/	2	3%	0%	-4%	-3
Cc1nn(S(=O)(=O)c2cccs2)c(C)c1Sc1ccc([N+](=O)[O-])cc1
 : 2%	-4%	8	?	-7%	-7%	-2	2%	-8%	?	4
COc1ccc(-c2oc(/N=C/N3CCOCC3)c(C#N)c2-c2ccc(OC)cc2)cc1
 : 0%	-1%	-17	35%	-3%	7%	-8	0%	-1%	-1%	-5
CCOC(=O)c1[nH]c2ccccc2c1NC(=S)Nc1ccccc1
 : ?	10%	1	?	1%	-7%	-2	-5%	4%	?	1
CC1CCC2C(=O)N(c3ccccc3OC(=O)c3ccccc3F)C(=O)C2C1 (stereo not given)
 : 7%	-3%	4	-5%	-8%	0%	1	0%	-4%	2%	-20
CCC(CO)Oc1cc(NCc2ccccc2)c2ncn(C3CCCC3)c2c1 (stereo not given)
 : /	/	1	/	/	?	/	-1%	-1%	/	-15
O=C1c2ccccc2NC(c2cccs2)N1NS(=O)(=O)c1ccccc1 (stereo not given)
 : -3%	-6%	8	19%	-5%	-1%	-2	-2%	-5%	-3%	-5
O=C(NCc1ccccc1Cl)c1cnc2ccccc2n1
 : -15%	-5%	8	?	2%	1%	-2	0%	-3%	-2%	2
Cc1ccc(S(=O)(=O)N2CCOC2CNC(=O)C(=O)NCCCN2CCOCC2)cc1 (stereo not given)
 : -3%	-2%	-10	19%	-2%	6%	/	9%	0%	-4%	30
CCOc1ccc(N2CC(C(=O)N3CCN(C(=O)c4ccco4)CC3)CC2=O)cc1 (stereo not given)
 : 2%	1%	-3	31%	0%	5%	1	-2%	0%	7%	11
Cc1ccc(NC(=O)O/N=C/c2ccc(Br)cc2)cc1
 : ?	1%	36	-5%	0%	5%	0	-1%	3%	17%	-3
O=C1c2oc3ccc(F)cc3c(=O)c2C(c2cccc(O)c2)N1CCCN1CCOCC1 (stereo not given)
 : 3%	-1%	14	-8%	-4%	6%	-5	3%	0%	-2%	3
Cc1cccc(OCC(=O)NCC(=O)N/N=C/c2cc(Br)cc(Br)c2O)c1
 : -4%	0%	-21	2µM*	-6%	4%	7	3%	?	6.3µM*	-2
Clc1ccc(C[n+]2cc(-c3ccccc3)n3c2CCC3)cc1Cl
 : 4%	-5%	-6	18%	-2%	-10%	0	?	-10%	-8%	27
C/C(Cc1ccccc1)=N\NC(=O)CNC(=O)c1ccccc1F
 : ?	2%	13	14%	-5%	-3%	1	2%	0%	-7%	9
O=[N+]([O-])c1ccccc1N/N=C/c1c[nH]c2ccccc12
 : 4.3µM*	?	-9	24%	1%	-1%	-6	-1%	4.1µM*	?	-6
CCCCC1(c2ccc(F)cc2)NC(=O)N(CC(=O)N2CCN(C(=O)c3ccco3)CC2)C1=O (stereo not given)
 : 4%	-2%	-11	23%	3%	-17%	3	1%	2%	1%	-19
CC(C)CN(C(=O)COC(=O)CCCc1nc2ccccc2s1)c1c(N)n(Cc2ccccc2)c(=O)[nH]c1=O
 : 4%	-2%	21	/	-2%	1%	/	-3%	0%	/	-9
O=C(CN1C(=O)C2C3C=CC(C3)C2C1=O)Nc1cccc(S(=O)(=O)N2CCCC2)c1 (stereo not given)
 : 1%	3%	8	45%	-2%	5%	0	3%	2%	-6%	35[activator]
OC(CN1CCOCC1)CN1CCOCC1
 : 7%	0%	2	-19%	6%	4%	1	7%	3%	8%	-11
O=S(=O)(c1ccccc1)N1CCN(c2ccccc2)CC1
 : 5%	-1%	-8	-2%	2%	?	3	0%	-14%	5%	-21&6
